TTR transcr act – increases transthyretin transcription. 92,000 compounds, 1.3% hits. SH-SY5Y TTR promoter Gaussia luciferase, luminescence; 100% = recombinant luciferase protein wells. activation, % at 16.7 µM;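 active = activation above the mean of all tested compounds plus 3 SD, cut at about 9.5% in these data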;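 also: cells exposed to compounds for one day before reading; 0% = median of all test compound wells on the plate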
* = called active by the depositor. The list is partial (hit frequency here may not be typical).

SMILES	TTR transcr act
CC1CCN(CC(O)COC2CC(C)CC(C)(C)C2)CC1 (configuration not stated)	-0.7
Cc1c(NC(=O)CSc2nnc(C(C)Oc3ccc(Cl)cc3)n2-c2ccccc2)c(=O)n(-c2ccccc2)n1C (configuration not stated)	-2.4
Cc1ccc(C(=O)CSc2nnc(-c3c[nH]c4ccccc34)o2)cc1	1.2
Cn1cc(Br)c(C(=O)NC2CCCCCC2)n1	1.4
CCOC(=O)C1Nc2c(F)cc(C)cc2C2c3ccccc3CC12 (configuration not stated)	-3.0
C[C@H](O)C#Cc1cnc2c(c1)C(=O)N([C@H](C)CO)C[C@@H](C)[C@H](CN(C)C(=O)Nc1ccc(C(F)(F)F)cc1)O2	-2.0
COc1ccc(OC)c(-c2cnc(OC(C)(C)C)nc2OC(C)(C)C)c1	-1.1
CC1(C)Nc2ccccc2C(=O)N1NC(=O)c1ccccc1	8.2
Cn1ccc2c(N(c3ccccc3)C3CCCCC3)cc3c(c21)C1CCC3O1 (configuration not stated)	1.9
Cc1cc(NCc2ccco2)n2c(nc3ccccc32)c1C#N	-2.7
O=c1c2ccccc2nc(/C=C/c2c[nH]c3ccccc23)n1CCO	-0.9
COc1ccc(-c2csc(NC(=O)CN3C(=O)CCC3=O)n2)cc1OC	-1.8
COC(=O)[C@]12C[C@H](CC(=O)N3CCN(C(=O)c4ccco4)CC3)C(=O)N(Cc3ccc4c(c3)OCO4)C1=C[C@H](C(C)C)O[C@@H]2C1CC1	-0.8
O=C(COC(=O)C1COc2ccccc2O1)Nc1ccc(Cl)cc1 (configuration not stated)	3.0
O=C(NNC(=O)c1ccco1)c1ccc(NS(=O)(=O)c2cccs2)cc1	14*
O=C1C(=NO)CCCc2ccccc21	0.9
Cc1nc(Nc2ccccc2)sc1C(=O)Nc1ccccc1	-3.1
O=c1[nH]c2ccccc2nc1-c1ccc(Cl)cc1	2.6
CCc1nnc(NC(=O)/C=C/c2cccs2)s1	-1.2
Nc1ccc(C(=O)OCC(=O)Nc2cccc(S(=O)(=O)NC3=NCCCCC3)c2)cc1[N+](=O)[O-]	-0.6

Entries above that have two or more sulfur atoms:
SMILES	TTR transcr act
O=C(NNC(=O)c1ccco1)c1ccc(NS(=O)(=O)c2cccs2)cc1	14*
CCc1nnc(NC(=O)/C=C/c2cccs2)s1	-1.2

The results go on.
SMILES	TTR transcr act
Cc1ccc(CSC2=NCCN2C(=O)c2ccc([N+](=O)[O-])cc2)cc1	1.9
COc1ccc(/C=C/C(=O)NC2CC3CCC2C3)cc1 (configuration not stated)	0.6
CC(C)CNC(=O)c1cccc(NC(=O)C(C)Oc2ccccc2)c1 (configuration not stated)	0.4
Cc1ccc(-n2c(-c3ccco3)nc3c(cnn3-c3ccccc3C)c2=O)cc1	-1.7
Cc1ccc2ccccc2c1C(O)c1ncc(-c2ccccc2)[nH]1 (configuration not stated)	-1.1
CCC(=O)N1CCC1(C)C(=O)Nc1ccc(F)cc1 (configuration not stated)	0.4
C=CCN(CC=C)C(=O)c1ccncc1	3.7
CC(=O)c1ccc(NC(=O)C(C)N(C)CC(=O)Nc2ccc(Cl)cc2)cc1 (configuration not stated)	-1.1
O=C(c1ccoc1)N1CCN(c2cc(-c3ccco3)nc3cc(-c4ccco4)nn23)CC1	-1.8
CCCCn1c(N)c(N(CCOC)C(=O)C(C)Oc2ccc(Cl)cc2)c(=O)[nH]c1=O (configuration not stated)	1.0
CC(C)(C)CC(=O)Nc1cccc(-c2cn3cccnc3n2)c1	-0.6
Cc1ccc(C)c(OCCC(=O)OCC(=O)N2c3ccccc3NC(=O)C2(C)C)c1	2.3
CCNc1nc(NC(C)C)nc(OCCOC(=O)c2ccccc2)n1	1.5
C[C@@H]1NS(=O)(=O)[C@H]2C[C@@H]3C=C[C@]2(O3)[C@H]1OC(=O)c1ccc(C(C)(C)C)cc1	0.4
Cc1cc(S(=O)(=O)N(Cc2ccc3c(c2)OCO3)CC2CCCO2)ccc1-n1cnnn1 (configuration not stated)	-1.1
Cc1cccc(-n2ccnc2SCC(=O)Nc2ccc3c(c2)OCCO3)c1	2.5
O=C(N/N=C/C=C\c1ccccc1[N+](=O)[O-])c1ccccn1	3.0
Cn1c(=O)cc(SCC(=O)NCc2ccc(F)cc2)c2ccccc21	0.8
O=C(N/C=C\c1ccccc1)NCc1ccc(Cl)cc1Cl	0.1
C=CCSc1nc2ccccc2c(=O)[nH]1	-0.8
CC(CNC(=O)COc1ccc2c(c1)OCO2)c1ccccc1 (configuration not stated)	1.7
CCOc1ccc2nc(SCC(=O)NCc3ccc(S(N)(=O)=O)cc3)sc2c1	-0.7
Cc1cnc(C(=O)N2CCCC(C(=O)c3cccc(OC(C)C)c3)C2)cn1 (configuration not stated)	0.4
CCn1c(N)c(C(=O)N2CCOCC2)sc1=S	-0.8
Cc1ccc2c(NCc3ccco3)nc(NC(C)C)nc2c1	-1.2
CC[C@@]1(C(=O)OC)N[C@H](CN(C)C(=O)COC)[C@@H]2C(=O)N(C)C(=O)[C@@H]21	1.0
Cc1csc(=O)n1CCC(=O)OCC(=O)Nc1ccc(F)c(F)c1F	2.5
CCCCN1C(=O)C(C)=C(C)C1OCCc1ccc(OC)c(OC)c1 (configuration not stated)	0.1
COC(=O)[C@]12C[C@H](CC(=O)NCCC(C)C)C(=O)N(Cc3ccco3)C1=C[C@H](C1CCCC1)O[C@@H]2C	0.5
Cc1ccc(-c2ccnc(=S)[nH]2)cc1	-1.0
C=CCn1c(CCNC(=O)c2ccccc2F)nnc1SCC(=O)Nc1nc(C)cs1	0.7
COCCOC(=O)c1c(C)n(C)c2ccc(OC(=O)c3c(OC)cccc3OC)cc12	-1.4
O=S(=O)(O)c1nc2ccccc2n1Cc1ccccc1	2.6
CN(C)S(=O)(=O)c1cccc(C(=O)NCC2(N3CCOCC3)CCCCC2)c1	0.0
CCCCC(=O)Nc1ccc(C(=O)NNC(=O)c2ccc(C)c(Br)c2)cc1	-1.0
CC(=O)Nc1nc(-c2ccc3c(c2)CC(C)N3C(=O)C2CC2)c(C)s1 (configuration not stated)	0.5
CC[C@]12c3[nH]c4cc(-c5ccco5)ccc4c3CCN1C(=O)[C@@H](CC(=O)NCCCOC)C[C@@H]2C(=O)N1CCN(C(=O)C2CC2)CC1	-1.3
Cc1ccc(C(=O)NCC(=O)Nc2ccc3c(c2)CCC3)cc1	1.7
COc1ccc(C(=O)Nc2ccc(C(=O)OCC(=O)c3cccc4ccccc34)cc2)cc1	-1.4
O=[N+]([O-])c1ccc(CS(=O)Cc2ccccc2)cc1 (configuration not stated)	0.5

Marked active in TTR transcr act, of those listed so far:
SMILES	TTR transcr act
O=C(NNC(=O)c1ccco1)c1ccc(NS(=O)(=O)c2cccs2)cc1	14*

Compounds listed so far with fluorine (6):
SMILES	TTR transcr act
CCOC(=O)C1Nc2c(F)cc(C)cc2C2c3ccccc3CC12 (configuration not stated)	-3.0
C[C@H](O)C#Cc1cnc2c(c1)C(=O)N([C@H](C)CO)C[C@@H](C)[C@H](CN(C)C(=O)Nc1ccc(C(F)(F)F)cc1)O2	-2.0
CCC(=O)N1CCC1(C)C(=O)Nc1ccc(F)cc1 (configuration not stated)	0.4
Cn1c(=O)cc(SCC(=O)NCc2ccc(F)cc2)c2ccccc21	0.8
Cc1csc(=O)n1CCC(=O)OCC(=O)Nc1ccc(F)c(F)c1F	2.5
C=CCn1c(CCNC(=O)c2ccccc2F)nnc1SCC(=O)Nc1nc(C)cs1	0.7

The list goes on:
SMILES	TTR transcr act
CCCCN(C(=S)NC(=O)c1ccccc1)c1c(N)n(Cc2ccccc2)c(=O)[nH]c1=O	-2.1
Oc1ccc(Br)cc1C=Nc1ccc2[nH]ncc2c1	5.2
COc1ccc(NC(=O)c2nn(C)cc2[N+](=O)[O-])cc1	2.7
CCN(CC)c1ccc(NC(=O)c2cc(OC)cc(OC)c2)c(C)c1	0.6
CC(=O)c1ccc(OCCNS(=O)(=O)c2ccc(-n3cnnn3)cc2)cc1	3.5
O=C(O)c1ccc(O)c2ncccc12	0.3
COc1ccc(S(=O)(=O)N2CCOCC2)cc1NC(=O)COC(=O)CC1CC2CCC1C2 (configuration not stated)	-0.5
CC(=O)OCCNc1cc(N2CCN(C)CC2)c2noc3c2c1C(=O)c1ccccc1-3	-0.9
CCOC(=O)C1=C(O)C(Nc2nccs2)(C(F)(F)F)N=C1C (configuration not stated)	-1.1
CCN1C(=O)[C@H]2[C@@H](c3ccc(C)cc3)N[C@]3(CCCN(CCC(C)C)C3=O)[C@H]2C1=O	20*
CCN(CC(=O)Nc1ccc(OC)cc1)C(=O)C1CCN(C(=O)c2ccc(Cl)cc2)CC1	0.9
COC(=O)c1ccc(NC(=O)CSc2nnc(-c3ccccc3Br)n2-c2ccccc2)cc1	3.1
CCOC(=O)c1[nH]c2c(c1C)C(=O)CC(c1ccc(OC)c(OC)c1)C2 (configuration not stated)	-1.3
Cc1ccc(-c2ccc(CN3C(C)C(=O)N(Cc4cn(Cc5ccco5)nn4)CCS3(=O)=O)cc2)c(C)c1 (configuration not stated)	-2.0
CN(C(=O)c1ccc(S(=O)(=O)c2cccc(Cl)c2)c([N+](=O)[O-])c1)C1CCCCC1	1.9
COC(=O)[C@]1(Sc2ccccc2)CC(=O)N[C@@H]1c1ccccc1	1.5
O=C(O)CCn1c(C2CCCCC2)nc2ccccc21	3.1
Cc1ccc2c(c1)c1c3n2CCN(CC#N)C3CCC1 (configuration not stated)	0.3
CO[C@H]1[C@@H]2C=CO[C@@H](O[C@H]3O[C@@H](CO)[C@H](O)[C@@H](O)[C@@H]3O)[C@@H]2[C@@]2(CO)O[C@@H]12	-2.1
COc1ccc(C(=O)NCCS(=O)(=O)NCC2CCCO2)cc1 (configuration not stated)	-0.8
CS(=O)(=O)c1nc(-c2ccc(Br)cc2)cs1	0.1
NS(=O)(=O)c1ccc(NC(=O)C2Cc3ccccc3CN2C(=O)c2ccco2)cc1 (configuration not stated)	-0.1
COC(=O)c1cc(OC)c(OC)cc1NC(=O)c1cc(-c2ccccc2)nc2ccccc12	-1.4
Cc1ccn2c(NC3CCCC3)c(-c3ccsc3)nc2c1	2.1
CN(Cc1cnn(-c2ccc(F)cc2)c1)C(=O)[C@H]1O[C@@H](n2ccc(N)nc2=O)[C@H](O)[C@@H]1O	3.5
ON(Cc1c(F)cccc1Cl)Cc1c(F)cccc1Cl	0.3
COc1ccc(C(=O)NCCS(=O)(=O)N2CCc3ccccc3C2)c(OC)c1	-0.5
CN(C(=O)c1ccc(NC(=O)C2CCCN(C(=O)OC(C)(C)C)C2)cc1)C1CCC1 (configuration not stated)	-2.2
CC(C)Cn1c(=O)c2c(nc3n2CC(C)CN3Cc2ccccc2)n(C)c1=O (configuration not stated)	-0.9
CCC(CC)C(=O)N1CC(=O)Nc2ccc(Br)cc2C1c1ccccc1 (configuration not stated)	2.5
CN(C)c1ccc(/C=N/NC(=O)c2ccn(C)n2)cc1	0.5
CC(=Nc1ccccc1C(F)(F)F)c1ccncc1	-1.2
Cc1ccccc1C1CC(=O)NC2=C1C(=O)CCC2 (configuration not stated)	9.1
Cc1cccc(-n2cnc3cc(C(=O)NCCN4CCOCC4)ccc32)c1	-0.7
CC(=O)Nc1c(-c2ccc(F)cc2)nc2ncccn12	1.4
CC1CCN(C(=O)CSc2nnc(CNC(=O)c3ccc(S(=O)(=O)N(C)C)cc3)o2)CC1	-1.1
CC(C)C[C@@H]1CN(CCCC[C@H]2CNC(=O)C(=O)N2CCC2CCCCC2)C(=O)C(=O)N1CC1CCCCC1	-0.4
CCCC1CCC2(CC1)CCC2OC(=O)Nc1c(OC)cccc1OC (configuration not stated)	0.0
O=[N+]([O-])c1cccc2[nH]ncc12	2.5
COC(=O)c1cccc(NC(=O)C(C)(C)C)c1	-0.4
CCCCCCSc1cc(-c2nc3ccc(Cl)cn3c2NC2CCCCC2)ccc1OC	7.0
O=C(O)c1ccccc1C(=O)NCCCn1ccnc1	0.5
N/C(Cc1nc(-c2ccc(Br)cc2)cs1)=N\O	0.2
COc1ccc(-n2nc(C(=O)NCC(=O)NCCCN3CC(C)CC(C)C3)c3ccccc3c2=O)cc1 (configuration not stated)	-0.2
CC(/C=C/C=C/c1ccccc1)=N/NC(=O)CNc1ccccc1C	-1.3
Cn1cccc1Cc1nnc(SCC(=O)NCc2ccco2)n1CCc1ccccc1	-0.1
Clc1cccc(Cc2c(C3CCCCC3)nc3c4ccccc4ccn23)c1	2.0
O=C(c1cccs1)N1C[C@H](O)[C@@H](n2cc(C3CC3)nn2)C[C@@H]1c1ccccc1	-0.6
Cc1ccc(-c2nnc(-c3ccccc3)o2)cc1	0.8
COCCSc1nc(N)c(NC(=O)c2ccco2)c(=O)[nH]1	0.1
COc1ccc(C(C(=O)NC2CCCC2)N2CCc3ccccc32)cc1 (configuration not stated)	-0.6
C/C(=N\NC(=O)c1ccc(=O)[nH]n1)c1cccnc1	2.5
O=C1O[C@@H](c2ccccc2)C[C@@H](O)[C@H](O)CCCCc2ccccc21	-0.5
COC(=O)c1sccc1NC(=O)Nc1ccccc1Cl	0.1
CS(=O)(=O)N1CCc2cc(C(=O)O)ccc21	-2.1
C[C@H]1CN([C@@H](C)CO)S(=O)(=O)c2ccc(C#Cc3cccnc3)cc2O[C@@H]1CN(C)C(=O)Nc1ccc2c(c1)OCO2	-1.9
O=C(C[n+]1ccn(CCCNP2(=O)C=C(c3ccccc3)OC(c3ccccc3)=C2)c1)c1cccs1	1.5
O=C(Nc1ccc(Cl)cn1)c1cc2c(s1)-c1ccccc1OC2	-2.8
CN(C(=O)c1cccc(NC(=O)Cc2ccc(NC(=O)C3CCCN(C(=O)C4CCCCC4)C3)cc2)c1)C1CC1 (configuration not stated)	-0.4

Part of the list above in another layout.
mol,TTR transcr act
COc1ccc(-n2nc(C(=O)NCC(=O)NCCCN3CC(C)CC(C)C3)c3ccccc3c2=O)cc1 (configuration not stated),-0.2
CC(/C=C/C=C/c1ccccc1)=N/NC(=O)CNc1ccccc1C,-1.3
Cn1cccc1Cc1nnc(SCC(=O)NCc2ccco2)n1CCc1ccccc1,-0.1
Clc1cccc(Cc2c(C3CCCCC3)nc3c4ccccc4ccn23)c1,2.0
O=C(c1cccs1)N1C[C@H](O)[C@@H](n2cc(C3CC3)nn2)C[C@@H]1c1ccccc1,-0.6
Cc1ccc(-c2nnc(-c3ccccc3)o2)cc1,0.8
COCCSc1nc(N)c(NC(=O)c2ccco2)c(=O)[nH]1,0.1
